Bioassay records deposited in PubChem BioAssay by several laboratories.
MgcRacGAP inhibition: MgcRacGAP GTPase-activating activity inhibitors, confirmation, biochemical, ADP Hunter fluorescence | MgcRacGAP-stimulated Rac1 GTP hydrolysis, ADP Hunter fluorescence; higher % means a stronger effect; GST-tagged Rac1 F28L mutant substrate | inhibition, % at 30 µM, or IC50 in µM where a hit was titrated | hit rate 0.6% among 340,000 | AID 624330;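 active = first-screen hits whose inhibition reached a set limit at any dose in the follow-up dose series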;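 note: fluorescence reports GDP produced by GAP-driven GTP hydrolysis; strong numbers were not always called active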
ER stress rescue: protection against thapsigargin-triggered cell killing – 384-well, CSM14.1, ATP luminescence, primary screen (AID 1222); 190,000 tested, under 10 active; CSM14.1 thapsigargin-induced death rescue, ATP luminescence; higher % means a stronger effect; one-dose cellular ATP content (survival), % at 20 µM; EC50 in µM for titrated hits;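 active = EC50 below 50 µM in the dose-response confirmation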;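 note: death triggered by thapsigargin at about 15 µM added after 2 h compound pretreatment; cell ATP read after overnight thapsigargin exposure of roughly 18 to 22 hours; normalized against plate controls of thapsigargin alone and 5% DMSO vehicle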
LYP phosphatase: PTPN22 lymphoid phosphatase activity blockers – biochemical, fluorescence intensity, uHTS (AID 1779); recombinant LYP phosphatase, fluorescence intensity; higher % means a stronger effect; one-dose inhibition, % at 11.5 µM; IC50 in µM for titrated hits; hit rate 0.054% among 290,000; in the data active = inhibition above about 50%;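 note: plate controls were vehicle with enzyme for no effect and no enzyme for full effect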
West Nile virus CPE: West Nile virus antiviral activity, cell-based, CPE readout (AID 1621) | West Nile virus-infected cells, CPE inhibition; higher % means a stronger effect | CPE inhibition, % at 10 µM, or IC50 in µM where a hit was titrated | hit rate 0.02% among 290,000; in the data active = a potency from the dose series; note: strong numbers were not always called active
RSV antiviral HEp-2: RSV antiviral activity via CPE protection, HEp-2 cells, primary 10 µM value included (AID 2391). CPE inhibition, % at 10 µM; hits with a dose series show IC50 in µM. HEp-2 cells, RSV-induced CPE inhibition; higher % means a stronger effect. hit rate 0.13% among 310,000; in the data active = a potency from the dose series; note: strong numbers were not always called active
Dengue-2 NS5 capping: flavivirus cap methylation enzyme inhibition – biochemical, confirmation dose response, primary screen (AID 588689). Dengue-2 NS5 methyltransferase capping enzyme assay, biochemical; higher % means a stronger effect. one-dose inhibition, % at 25 µM; IC50 in µM for titrated hits. hit rate 0.3% among 340,000; in the data active = a potency from the dose series
GPR35 antagonists: GPR35 antagonists blocking zaprinast-driven arrestin recruitment, primary screen, imaging, U2OS, beta-arrestin-GFP, zaprinast agonist (AID 2058). U2OS GPR35 beta-arrestin-GFP translocation imaging, zaprinast antagonism; higher % means a stronger effect. one-dose inhibition, % at 10 µM; IC50 in µM for titrated hits. hit rate 0.052% among 290,000;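 active = inhibition of at least 50% with at least 30 cells and total cytoplasm GFP at most 10,000,000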
Salmonella PhoP GFP: PhoP-dependent GFP reporter repression – Salmonella Typhimurium, primary screen (AID 1863); S. Typhimurium PhoP-regulated promoter GFP reporter, 4 h; higher % means a stronger effect; one-dose inhibition, % at 50 µM; IC50 in µM for titrated hits; hit rate 0.16% among 300,000;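 active = inhibition over 29.93%, a cutoff 3 SD above the screen mean, later confirmed by dose response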;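 note: 0% = low Mg2+ inducing control and 100% = high Mg2+ repressing control; strong numbers were not always called active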
SV40 large T antigen: SV40 large T antigen inhibitors, biochemical (AID 1903); SV40 large T antigen ATPase/helicase inhibition assay; higher % means a stronger effect; one-dose inhibition, % at 20 µM; IC50 in µM for titrated hits; hit rate 0.39% among 310,000; in the data active = a potency from the dose series; note: strong numbers were not always called active
Dengue-2 NS5 capping pilot replicate: second read-out of Dengue-2 NS5 capping, no call of its own (marks repeat the call); inhibition, %; measured here: pilot screen replicate inhibition
* = called active by the depositor; / = no result given. Compounds as they come, and some 1.5% of all compounds hit somewhere here.

SMILES	MgcRacGAP inhibition	ER stress rescue	LYP phosphatase	West Nile virus CPE	RSV antiviral HEp-2	Dengue-2 NS5 capping	GPR35 antagonists	Salmonella PhoP GFP	SV40 large T antigen	others
COc1ccccc1N1CCN(c2nc(N)c(C#N)c(CC#N)c2C#N)CC1	3%	0.1%	7%	0.5%	3.0%	-3%	-4%	-7%	10%
COC(=O)c1ccc(NS(=O)(=O)c2ccc3[nH]c(=O)oc3c2)cc1	3%	/	-6%	0.2%	1.2%	1%	-12%	-2%	9%
CCCN1C2CCCC1CC(NC(=S)Nc1cc(C)ccc1C)C2 (stereo not drawn)	6%	14%	-4%	-0.2%	1.4%	-12%	-10%	-4%	15%
COc1ccc(/C=C(\C#N)C(=O)OCC(=O)Nc2c(C)cccc2C)cc1	7%	-2.8%	-5%	-0.4%	3.1%	1%	-4%	-14%	3%
C=CCn1c(=S)[nH]c2nc3c(cc2c1=O)COC(C)(C)C3	8%	-3.5%	-6%	0.8%	1.1%	5%	18%	-3%	16%
COc1ccccc1CC(=O)O/N=C(\N)Cc1cccc2ccccc12	5%	0.1%	-4%	-0.4%	1.2%	6%	-4%	-5%	14%	Dengue-2 NS5 capping pilot replicate=0.5
Cc1ccccc1NC(=O)Nc1ccccc1Br	5%	-1.2%	-8%	-0.3%	0.1%	-3%	-10%	3%	28%
COc1ccc(CN2CCN(C3CCC3)CC2CCO)c(C)c1C (stereo not drawn)	2%	/	-14%	-0.9%	0.4%	1%	-2%	0%	6%	Dengue-2 NS5 capping pilot replicate=-0.9
CCCc1cc(C(=O)Nc2ccc(Cl)cn2)cs1	-3%	/	-8%	-0.1%	18%	0%	-6%	3%	20%
CCCCCNC(=O)C1c2ccccc2Oc2ccccc21	11%	/	-4%	-0.7%	1.8%	2%	-1%	-2%	7%
CCC(=O)c1ccc(OCC(=O)N(C)CC(=O)Nc2cccc(F)c2)cc1	-29%	-1.7%	5%	-0.8%	-0.9%	-12%	-6%	-4%	7%
COc1ccc(NC2=C(c3ccc(OC)cc3)C(=O)c3ccccc32)cc1	3%	-1.5%	1%	-1.4%	1.4%	-8%	4%	5%	4%
O=C(CSc1ncnc2[nH]ncc12)Nc1cccc(Oc2ccccc2)c1	1%	0.2%	-1%	-0.2%	5.8%	-3%	11%	-4%	-1%
C=C1C(=O)[C@@]23[C@H](O)C[C@@H]4C(C)(C)CC[C@H](O)[C@@]4(C)[C@@H]2CC[C@@H]1[C@H]3O	-2%	0.9%	-2%	-2.4%	-4.6%	-36%	2%	2%	32%
CC(C)c1ccc(NC2CCCN(C(=O)CSc3nncn3C)C2)cc1 (stereo not drawn)	5%	/	-12%	0.3%	1.2%	-1%	60%	9%	19%

Molecules listed so far with an aryl thioether with sulfur outside any ring (2):
SMILES	MgcRacGAP inhibition	ER stress rescue	LYP phosphatase	West Nile virus CPE	RSV antiviral HEp-2	Dengue-2 NS5 capping	GPR35 antagonists	Salmonella PhoP GFP	SV40 large T antigen	others
O=C(CSc1ncnc2[nH]ncc12)Nc1cccc(Oc2ccccc2)c1	1%	0.2%	-1%	-0.2%	5.8%	-3%	11%	-4%	-1%
CC(C)c1ccc(NC2CCCN(C(=O)CSc3nncn3C)C2)cc1 (stereo not drawn)	5%	/	-12%	0.3%	1.2%	-1%	60%	9%	19%

The list goes on.
SMILES	MgcRacGAP inhibition	ER stress rescue	LYP phosphatase	West Nile virus CPE	RSV antiviral HEp-2	Dengue-2 NS5 capping	GPR35 antagonists	Salmonella PhoP GFP	SV40 large T antigen	others
COc1ccc(C(=O)CSc2nnc(Cc3ccccc3)o2)cc1	6%	0.8%	-10%	-0.7%	4.6%	-10%	0%	-2%	11%
Cc1ccc(-c2c3c(=O)n(C)c(=O)n(C)c3cn2Cc2ccccn2)cc1	13%	-1.7%	-8%	0.5%	0.2%	-4%	-8%	-3%	2%
CC(C)Cc1ccc(C(C)C(N)=NCCc2ccccc2)cc1 (stereo not drawn)	9%	/	-5%	-1.7%	21%	-10%	4%	-6%	0%
O=C(c1ccc(Cl)s1)N1CCOCC1	2%	/	4%	-0.1%	-0.3%	-5%	-14%	8%	5%
CCNC(=O)N1CCNC(=O)C1CC(=O)Nc1ccc(C(=O)OCC)cc1 (stereo not drawn)	6%	-0.8%	-5%	0.4%	0.7%	2%	-4%	1%	5%
CC(=O)NS(=O)(=O)c1ccc(NC(=O)COc2cccc3c2OC(C)(C)C3)cc1	4%	/	/	/	1.3%	-9%	/	-2%	13%
COc1ccc(-c2onc(C)c2-c2ccc3c(c2)OCCO3)c(O)c1	-5%	-2.2%	-1%	-0.9%	2.0%	-13%	-12%	11%	12%
O=C(COC(=O)c1ccco1)Nc1nc2ccc([N+](=O)[O-])cc2s1	12%	/	0%	0.6%	5.9%	-7%	3%	-14%	5%
CN(c1ccccc1)S(=O)(=O)c1ccc(NC(=O)c2ccco2)cc1	7%	-0.5%	-5%	-0.8%	17%	-5%	4%	-6%	6%
CC(C)(C)c1ccc(C(=O)Nc2nnc(Cc3c[nH]c4ccccc34)s2)cc1	6%	-3.1%	8%	0.5%	1.8%	-1%	9%	16%	3%
Cc1cccc(N(C)C(=O)CN(C)S(=O)(=O)c2ccc3c(c2)c(=O)n(C)c(=O)n3C)c1	2%	/	-8%	0.6%	/	2%	24%	9%	6%
Cc1ccc(-c2nnn(CC(=O)NCC3COCCO3)n2)o1 (stereo not drawn)	7%	-0.3%	-1%	0.0%	1.6%	-6%	-10%	2%	0%
S=c1[nH]nc(-c2cccs2)n1C1CCCCC1	/	/	-8%	0.4%	-0.6%	/	-4%	-20%	10%

Ordered by heavy-atom count (rising): four of the compounds above
SMILES	MgcRacGAP inhibition	ER stress rescue	LYP phosphatase	West Nile virus CPE	RSV antiviral HEp-2	Dengue-2 NS5 capping	GPR35 antagonists	Salmonella PhoP GFP	SV40 large T antigen	others
C=CCn1c(=S)[nH]c2nc3c(cc2c1=O)COC(C)(C)C3	8%	-3.5%	-6%	0.8%	1.1%	5%	18%	-3%	16%
Cc1ccc(-c2nnn(CC(=O)NCC3COCCO3)n2)o1 (stereo not drawn)	7%	-0.3%	-1%	0.0%	1.6%	-6%	-10%	2%	0%
O=C(COC(=O)c1ccco1)Nc1nc2ccc([N+](=O)[O-])cc2s1	12%	/	0%	0.6%	5.9%	-7%	3%	-14%	5%
CC(=O)NS(=O)(=O)c1ccc(NC(=O)COc2cccc3c2OC(C)(C)C3)cc1	4%	/	/	/	1.3%	-9%	/	-2%	13%

For reference, part of the list above:
SMILES	MgcRacGAP inhibition	ER stress rescue	LYP phosphatase	West Nile virus CPE	RSV antiviral HEp-2	Dengue-2 NS5 capping	GPR35 antagonists	Salmonella PhoP GFP	SV40 large T antigen	others
COc1ccccc1N1CCN(c2nc(N)c(C#N)c(CC#N)c2C#N)CC1	3%	0.1%	7%	0.5%	3.0%	-3%	-4%	-7%	10%
COC(=O)c1ccc(NS(=O)(=O)c2ccc3[nH]c(=O)oc3c2)cc1	3%	/	-6%	0.2%	1.2%	1%	-12%	-2%	9%
CCCN1C2CCCC1CC(NC(=S)Nc1cc(C)ccc1C)C2 (stereo not drawn)	6%	14%	-4%	-0.2%	1.4%	-12%	-10%	-4%	15%
